GalR3 antagonist = GalR3 antagonists in HEK293 cells, primary screen, cell-based, fluorescence readout; Galanin receptor type 3 (Homo sapiens), O60755; HEK293 GalR3-CNG cAMP membrane potential fluorescence; galR3 body fused to GalR1 C-terminus; inhibition, % at 3 µM; 360,000 compounds, 0.44% hits;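 active = inhibition above the screen-wide average plus 3 SD, cut at about 13% in these data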;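 note: forskolin and galanin both at EC90 stimulate the cells; cAMP rise reported by CNG channel membrane potential dye signal; 0% = forskolin plus galanin with DMSO and 100% = forskolin alone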
Target sequence (O60755 1-299 limits assumed): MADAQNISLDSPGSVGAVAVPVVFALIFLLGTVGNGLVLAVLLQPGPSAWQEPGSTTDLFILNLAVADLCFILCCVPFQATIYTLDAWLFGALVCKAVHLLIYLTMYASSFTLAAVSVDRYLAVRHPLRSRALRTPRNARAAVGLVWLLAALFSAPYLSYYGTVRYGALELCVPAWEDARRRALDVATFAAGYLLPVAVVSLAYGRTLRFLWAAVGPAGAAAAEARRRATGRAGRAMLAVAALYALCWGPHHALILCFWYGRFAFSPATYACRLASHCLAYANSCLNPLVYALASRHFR
OXTR ag = human OXTR agonists, primary screen, fluorescence, CHO-OTR cells, Fluo-8 calcium; activation, % at 3 µM; 320,000 compounds, 0.32% hits; Fluo-8 calcium fluorescence; normalized: DMSO 0%, oxytocin 100%; Oxytocin receptor (Homo sapiens), P30559;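 active = activation above the mean of all tested compounds plus 3 SD, cutoff set per screening run, cut at about 20% in these data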;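 note: peak over basal fluorescence ratio from a 100 s FLIPR kinetic read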
Target sequence (P30559 whole entry, looked up): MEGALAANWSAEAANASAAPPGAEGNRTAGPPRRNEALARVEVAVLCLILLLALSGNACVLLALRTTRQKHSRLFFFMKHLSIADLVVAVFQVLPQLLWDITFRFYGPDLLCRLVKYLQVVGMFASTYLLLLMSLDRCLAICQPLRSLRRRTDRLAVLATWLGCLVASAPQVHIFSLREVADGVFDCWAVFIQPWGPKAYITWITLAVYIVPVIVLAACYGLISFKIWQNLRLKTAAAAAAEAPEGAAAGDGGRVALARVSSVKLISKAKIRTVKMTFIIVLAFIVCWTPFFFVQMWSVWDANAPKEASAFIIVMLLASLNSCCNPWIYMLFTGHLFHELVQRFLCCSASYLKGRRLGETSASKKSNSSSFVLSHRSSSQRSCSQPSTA
OXTR potentiate = human OXTR potentiators, primary screen, fluorescence, CHO-OTR cells, Fluo-8 calcium | Fluo-8 calcium fluorescence, potentiator mode; 0% = oxytocin EC15, 100% = EC100 | Oxytocin receptor (Homo sapiens), P30559 | activation, % at 3 µM | 320,000 compounds, 0.061% hits;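 active = activation above that plate's cutoff, the mean activation of tested compounds plus 3 SD, cut at about 6.6% in these data, passing the limit was not always enough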;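 note: 100% uses oxytocin at 75 nM as the full agonist control; some results filed as inactive read as strong as hits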
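Assay system: CHO-OTR cells, human receptor / Also added: oxytocin at about EC15, sub-maximal agonist stimulus / Dosing: single dose, 3.0 µM nominal final compound concentration / Incubation: 6 min pre-incubation, 100 s read / Technique: Fluo-8 calcium dye fluorescence / Read-out: % activation vs EC15 and EC100 oxytocin / Benchmarks: EC15 oxytocin low, 75 nM oxytocin high / Replicates: singlicate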
PfM18AAP inh = PfM18AAP inhibitors, malaria aminopeptidase, primary screen, biochemical, QFRET, recombinant enzyme. 290,000 compounds, 1.2% hits. inhibition, % at 7.35 µM. H-Glu-NHMec fluorogenic cleavage;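 active = inhibition above the campaign mean inhibition over all tested compounds plus 3 SD, cut at about 28% in these data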;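 note: 0% = plate median of test compound wells and 100% = 2 mM ZnCl2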
GPR7 antag = GPR7 receptor antagonists, primary screen, cell-based, fluorescence, single concentration; AID 1861, 2009; inhibition, % at 4.4 µM; GPR7-expressing cells, fluorescence antagonist assay; 290,000 compounds, 1.1% hits; Neuropeptides B/W receptor type 1 (Homo sapiens), P48145; in the data active = inhibition above about 16%, passing the limit was not always enough;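 note: cells stimulated with the agonist NPW; 0% = agonist with vehicle and 100% = vehicle without agonist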
NALP1 yeast inh = NALP1 inflammasome inhibitors in reconstituted yeast, colorimetric, S. cerevisiae, triplicate retest; inhibition, % at 10 µM; S. cerevisiae NALP1/ASC/caspase-1 growth, X-gal OD620, 72 h; AID 2071, 2009; 280,000 compounds, 0.61% hits; in the data active = inhibition mostly above about 24%, no sharp cut-off; inactive = mostly below about 32%; note: some compounds called inactive have numbers as strong as hits
V1aR counter = agonists of human V1a receptor, primary screen, counter-screen for OXTR agonist project, fluorescence, CHO-V1R cells. activation, % at 3 µM. Fluo-8 calcium fluorescence, agonist mode; 0% DMSO, 100% 3 nM vasopressin. Vasopressin V1a receptor (Homo sapiens), P37288. 320,000 compounds, 0.25% hits;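 active = activation above the mean activation of all tested compounds plus 3 SD, per screening run, cut at about 20% in these data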;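 note: signal is peak over basal fluorescence ratio across a 100 second FLIPR read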
Target sequence (P37288 whole entry, looked up): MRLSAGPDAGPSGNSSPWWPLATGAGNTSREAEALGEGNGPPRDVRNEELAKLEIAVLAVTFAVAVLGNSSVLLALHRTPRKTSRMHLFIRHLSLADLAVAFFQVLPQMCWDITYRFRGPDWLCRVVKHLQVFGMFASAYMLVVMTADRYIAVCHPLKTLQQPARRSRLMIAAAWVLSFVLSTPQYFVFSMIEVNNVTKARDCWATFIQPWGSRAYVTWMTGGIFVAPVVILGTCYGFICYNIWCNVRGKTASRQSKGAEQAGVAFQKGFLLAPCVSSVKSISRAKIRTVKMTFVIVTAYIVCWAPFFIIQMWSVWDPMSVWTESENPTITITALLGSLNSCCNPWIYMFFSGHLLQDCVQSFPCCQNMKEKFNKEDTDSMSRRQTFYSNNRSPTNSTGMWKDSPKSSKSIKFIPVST
MEKK2mut PB1 HTS = MEK5 binding signal on mutant MEKK2 PB1, primary screen, biochemical, multiplex bead flow cytometry, Alexa488-MEK5; Alexa488-MEK5 binding to MEKK2 mutant; 290,000 compounds, 0.35% hits; percent response, % at 10 µM; in the data active = percent response above about 24%, passing the limit was not always enough; note: inactives centre near 1; some results filed as inactive read as strong as hits; reference of the scale not given here
MEKK2 WT-MEK5 = modulators of MEK5 binding to wildtype MEKK2, primary screen, biochemical, multiplex bead flow cytometry, Alexa488-MEK5; Alexa488-MEK5 binding to MEKK2 WT; actives lie on both sides; binding response (% of control), % at 10 µM; Mitogen-activated protein kinase kinase kinase 2 (Homo sapiens), Q9Y2U5; AID 1531, 2009; 290,000 compounds, 1.1% hits; in the data active = binding response below about 67% or above about 130%
* marks the source's active call; other numbers are inactive results; · = not tested or not shown.

SMILES | GalR3 antagonist | OXTR ag | OXTR potentiate | PfM18AAP inh | GPR7 antag | NALP1 yeast inh | V1aR counter | MEKK2mut PB1 HTS | MEKK2 WT-MEK5
CCC1=C(c2ccc(C)cc2)S(=O)(=O)N=C1N1CCC(C(=O)NCCCN2CCCCC2)CC1 | -8 | 0.7 | -2 | -7 | -4 | 18 | -0.2 | 10 | 110
O=C(NN1CCCCC1)c1cnn2c(C(F)F)cc(-c3ccccc3)nc12 | -3 | -0.8 | -5 | -7 | -1 | -3 | 0.2 | 0 | 100
O=C(CCNC(=O)c1ccc(Cl)cc1)Nc1nc2ccccc2[nH]1 | -4 | 2.2 | -2 | · | · | · | -0.4 | · | ·
Cc1ccccc1[C@@H](NC(=O)OC(C)(C)C)C(=O)OC(C)(C)C | -6 | -2.1 | -2 | · | · | · | -1.2 | · | ·
CCN(CC)C(=O)CSC1=Nc2ccccc2C2=NC(Cc3c[nH]c4ccccc34)C(=O)N12 (configuration not stated) | 4 | 0.5 | -9 | 3 | -5 | -6 | -0.7 | -2 | 94
CCSc1nc(-c2ccccc2)c(C#N)c(=O)[nH]1 | -3 | -0.2 | -1 | 5 | -7 | 30 | 0.1 | 3 | 101
O=S(=O)(NCc1ccccn1)c1ccc(F)cc1 | · | 0.0 | 4 | -7 | 0 | -8 | 0.9 | 13 | 102
O=C(N/N=C/c1ccc(O)cc1)c1cc(-c2ccccc2)nc2ccccc12 | -10 | -0.7 | -11 | 6 | -13 | -4 | -0.3 | 5 | 103
Cc1cc(C(F)(F)F)nn1Cc1n[nH]c(=S)n1Cc1ccccc1 | -5 | -0.1 | 0 | 9 | -12 | -12 | 0.5 | 2 | 104
Cc1ccc(-c2nnc(SCC(=O)NCCN3C(=O)CSC3=O)n2C)cc1 | -2 | -2.1 | -1 | · | · | · | -0.4 | · | ·
CCC(C)[C@H]1CNCCN1CCc1cc(C(F)(F)F)cc(C(F)(F)F)c1 (some centres not stated) | 6 | 16 | -8 | · | · | · | 15 | · | ·
O=C(O)C1C2C=CC3(CN(CC(O)COc4ccccc4)C(=O)C13)O2 (configuration not stated) | 1 | -0.4 | -12 | 5 | -8 | 16 | 0.8 | · | ·
C=CCNS(=O)(=O)c1cccc2cc(C(=O)O)c(O)cc12 | -3 | 2.9 | -10 | 5 | -16 | 40 | 2.0 | 9 | 136*
COc1ccc(C(=O)COC(=O)c2sc(C)nc2C)cc1OC | -7 | 3.3 | -1 | · | · | · | 2.8 | · | ·
CN1C(=O)N(C)C2(c3ccccc3)Nn3c(s/c(=C/c4ccco4)c3=O)=NC12c1ccccc1 (configuration not stated) | -6 | -1.7 | 2 | 13 | 15 | 5 | -1.2 | 4 | 96
CCC(C)N=CC1=C(O)C(C(=O)OC)C(C)(C)CC1=O (configuration not stated) | 0 | 0.5 | -8 | 3 | -14 | 20 | 1.2 | 8 | 97
COc1ccc(C(CNC(=O)CCNC(=O)c2ccccc2Cl)N2CCCC2)cc1 (configuration not stated) | -5 | 0.0 | -4 | · | · | · | 0.6 | · | ·
COc1ccc(C2C(C(=O)c3cccs3)=C(O)C(=O)N2CCN2CCOCC2)c(OC)c1 (configuration not stated) | 2 | 0.6 | 1 | 16 | -8 | -5 | -0.8 | 3 | 101
CC(=O)NC1=NN(C(C)=O)C(c2cccc([N+](=O)[O-])c2)S1 (configuration not stated) | 2 | 0.5 | -2 | -12 | 5 | 15 | 0.7 | 0 | 100
Cc1ccc(SCC(=O)N(C)C2CCS(=O)(=O)C2)cc1 (configuration not stated) | -3 | -0.4 | -7 | -1 | 0 | 2 | 1.1 | 13 | 108
C=CCn1c(SCC(=O)N2CC(=O)Nc3ccccc32)nc2scc(-c3cccs3)c2c1=O | -9 | -0.5 | -12 | -3 | -2 | 10 | -0.6 | -9 | 89
COc1ccc(C(=O)/C=C/N2CCCCC2)cc1OC | 13 | 0.1 | 0 | -4 | -8 | 11 | 0.6 | · | ·
Cc1cc(C(=O)NC2CCCN(Cc3ccc(Cl)cc3)C2)no1 (configuration not stated) | 0 | -1.0 | -4 | -4 | -8 | 18 | 0.6 | 0 | 103
COc1ccc(OCCOc2ccc(N(C)S(=O)(=O)c3ccccc3)cc2)cc1 | -6 | 5.2 | -12 | · | · | · | 4.6 | · | ·
COc1ccc(OCc2cc(C(=O)N3CCOCC3)no2)c(Cl)c1 | 1 | 0.0 | -7 | -17 | -11 | 19 | 1.9 | -12 | 97
CC1(C)CC(=O)N(c2ccc(C#N)cc2)C(=O)C1 | -6 | 0.0 | -5 | -1 | -7 | -6 | 1.2 | -2 | 100
COc1cccc(CNC(=O)CCC2CCCN(Cc3cc4ccccc4o3)C2)c1 (configuration not stated) | -6 | -1.2 | 2 | -13 | -3 | -4 | -0.8 | -1 | 103
COc1ccccc1N1CCN(S(=O)(=O)c2cnc[nH]2)CC1 | · | -0.6 | 2 | 3 | -11 | 22 | -0.6 | 12 | 111
CCOC(=O)C1(CCOC)CCN(Cc2ccc(COC)o2)CC1 | -3 | 1.5 | -15 | -5 | -2 | 5 | 1.2 | -1 | 97
COc1cc(NC(=O)COC(=O)c2[nH]c(C)c(C(C)=O)c2C)cc(OC)c1 | -6 | 2.7 | -10 | · | · | · | 3.8 | · | ·
Nc1ccc(C#Cc2ccccc2)cc1 | -4 | 1.9 | -11 | 4 | -3 | -4 | 1.1 | 1 | 93
C/C(=N\NC(=O)c1cccc(S(=O)(=O)Nc2ccccc2Cl)c1)c1ccc(-n2ccnc2)cc1 | -3 | -0.9 | -13 | -14 | -5 | 39 | -0.4 | 1 | 99
O=C(Nc1nc(-c2ccc(-c3ccccc3)cc2)cs1)C1=COCCO1 | -4 | -0.9 | -8 | 4 | -7 | 29 | -0.3 | 2 | 96
COc1ccc(N2CCN(C(=O)CSc3nnc4c(C)cc5ccc(C)c(C)c5n34)CC2)cc1 | 1 | -1.5 | 2 | 0 | -2 | 39 | -0.2 | -21 | 51
O=C(Nc1ccc(NC(=O)c2cccs2)cc1)c1ccc(Br)o1 | -1 | -0.5 | -18 | 3 | 5 | 13 | 0.1 | -1 | 98
Cc1csc(NC(=O)C2CCN(C(=O)c3ccccc3C)CC2)n1 | -10 | 0.7 | -11 | -5 | 14 | 2 | 0.4 | -15 | 91
Nc1c(C(=O)NC2CCCC2)sc2nc(-c3cccs3)ccc12 | -3 | -1.8 | -14 | 11 | 2 | 12 | -1.0 | 0 | 96
COc1ccc(OC)c(-c2nc3cc4ccccc4cc3nc2-c2ccccc2)c1 | 1 | -0.9 | -1 | -2 | -7 | 23 | 0.3 | -4 | 84
CC(C)(C)c1[nH]nc2c1C(Cc1ccccc1)C(C#N)=C(N)O2 (configuration not stated) | -7 | -0.8 | 1 | -4 | 3 | -3 | 0.2 | 0 | 97
O=C(N[C@@H](Cc1ccccc1)c1nc2ccccc2[nH]1)c1cc([N+](=O)[O-])ccc1Cl | -4 | 0.7 | -16 | -1 | 0 | 25 | 2.1 | -1 | 100
O=C(CSc1nnc(-c2ccco2)c(-c2ccco2)n1)Nc1ccccc1 | -4 | -1.1 | -9 | 32* | -5 | -20 | 0.2 | -3 | 97
Cn1c(/C=C/N(Cc2ccccc2)c2ccccc2)c([N+](=O)[O-])c(=O)n(C)c1=O | -3 | -2.3 | 1 | 8 | -8 | -25 | -0.7 | -2 | 93
O=C(NCC1CCN(Cc2ccccc2Cl)CC1)Nc1ccccc1F | -14 | 3.9 | -14 | 3 | 10 | 25 | 1.3 | 0 | 110
CC(C)CN(CC(C)C)S(=O)(=O)N1CCC(C(=O)NCc2ccc(F)cc2)CC1 | -7 | 0.1 | -8 | 5 | -9 | 6 | 1.2 | 2 | 102
COc1ccc(-c2nn(CCC#N)cc2C(=O)Nc2ccccn2)cc1OC | -9 | -0.4 | -1 | -1 | -11 | -1 | -0.5 | 2 | 102

Reprinted at random: two records from the list.
SMILES | GalR3 antagonist | OXTR ag | OXTR potentiate | PfM18AAP inh | GPR7 antag | NALP1 yeast inh | V1aR counter | MEKK2mut PB1 HTS | MEKK2 WT-MEK5
CC(C)CN(CC(C)C)S(=O)(=O)N1CCC(C(=O)NCc2ccc(F)cc2)CC1 | -7 | 0.1 | -8 | 5 | -9 | 6 | 1.2 | 2 | 102
O=C(Nc1nc(-c2ccc(-c3ccccc3)cc2)cs1)C1=COCCO1 | -4 | -0.9 | -8 | 4 | -7 | 29 | -0.3 | 2 | 96

Other records:
SMILES | GalR3 antagonist | OXTR ag | OXTR potentiate | PfM18AAP inh | GPR7 antag | NALP1 yeast inh | V1aR counter | MEKK2mut PB1 HTS | MEKK2 WT-MEK5
Cc1ccc(C(=O)OCN2C(=O)c3ccccc3C2=O)o1 | -3 | -0.6 | -7 | · | · | · | -0.5 | · | ·
CNc1nnc(-c2ccc(OC)cc2)s1 | -5 | 0.0 | -1 | 3 | -12 | -5 | -0.6 | 10 | 103
COc1ccc2cc(C3c4cc(OC)c(OC)cc4CCN3C(=O)c3ccco3)c(=O)[nH]c2c1 (configuration not stated) | -10 | 1.1 | 6 | 4 | -5 | -6 | 1.0 | -2 | 98
CCCCn1c(=N)n(CC(=O)c2ccc([N+](=O)[O-])cc2)c2ccccc21 | 10 | -0.6 | 2 | -1 | -6 | 22 | 0.1 | 2 | 115
O=c1[nH]c(Nc2ccc(F)cc2)cc2ccccc12 | -6 | 5.5 | -6 | 8 | -10 | 42 | 4.8 | 5 | 104

Entries shown so far with fluorine, in the order listed:
SMILES | GalR3 antagonist | OXTR ag | OXTR potentiate | PfM18AAP inh | GPR7 antag | NALP1 yeast inh | V1aR counter | MEKK2mut PB1 HTS | MEKK2 WT-MEK5
O=C(NN1CCCCC1)c1cnn2c(C(F)F)cc(-c3ccccc3)nc12 | -3 | -0.8 | -5 | -7 | -1 | -3 | 0.2 | 0 | 100
O=S(=O)(NCc1ccccn1)c1ccc(F)cc1 | · | 0.0 | 4 | -7 | 0 | -8 | 0.9 | 13 | 102
Cc1cc(C(F)(F)F)nn1Cc1n[nH]c(=S)n1Cc1ccccc1 | -5 | -0.1 | 0 | 9 | -12 | -12 | 0.5 | 2 | 104
CCC(C)[C@H]1CNCCN1CCc1cc(C(F)(F)F)cc(C(F)(F)F)c1 (some centres not stated) | 6 | 16 | -8 | · | · | · | 15 | · | ·
O=C(NCC1CCN(Cc2ccccc2Cl)CC1)Nc1ccccc1F | -14 | 3.9 | -14 | 3 | 10 | 25 | 1.3 | 0 | 110
CC(C)CN(CC(C)C)S(=O)(=O)N1CCC(C(=O)NCc2ccc(F)cc2)CC1 | -7 | 0.1 | -8 | 5 | -9 | 6 | 1.2 | 2 | 102
O=c1[nH]c(Nc2ccc(F)cc2)cc2ccccc12 | -6 | 5.5 | -6 | 8 | -10 | 42 | 4.8 | 5 | 104

Screening data (PubChem BioAssay)

Random draw from the library (roughly 4.1% active in at least one column).
